Myeloid diff MLP = promotes myeloid progenitor differentiation; actives 1% (n = 360,000); calls only at 10 µM; ER-HoxA9 myeloid progenitors, lysozyme-GFP differentiation, flow cytometry;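 active means normalized GFP-positive differentiation at or above the plate's own cutoff, the solvent-only control mean plus 3 SD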;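 further: cells exposed to compound for four days before flow analysis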
LYP phosphatase = PTPN22 lymphoid phosphatase activity blockers – biochemical, fluorescence intensity, uHTS (AID 1779); actives 0.054% (n = 290,000); inhibition, % at 11.5 µM; hits with a dose series show IC50 in µM; recombinant LYP phosphatase, fluorescence intensity; higher % means a stronger effect; in the data active means inhibition above about 50%;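 further: plate controls were vehicle with enzyme for no effect and no enzyme for full effect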
GPR35 arrestin U2OS = GPR35 antagonists blocking zaprinast-driven arrestin recruitment, primary screen, imaging, U2OS, beta-arrestin-GFP, zaprinast agonist (AID 2058); U2OS GPR35 beta-arrestin-GFP translocation imaging, zaprinast antagonism; higher % means a stronger effect; inhibition, % at 10 µM; hits with a dose series show IC50 in µM; actives 0.052% (n = 290,000);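 active means inhibition of at least 50% with at least 30 cells and total cytoplasm GFP at most 10,000,000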
NTR1 agonist = NTR1-driven beta-arrestin-GFP spot formation – imaging, U2OS cells, high content, primary screen (AID 493036); agonist mode; actives 0.17% (n = 330,000); activation, % at 20 µM;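 active means activation at or above 40% of the spot to cytoplasm intensity ratio, with at least 20 cells analyzed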;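 further: 0% = DMSO without peptide and 100% = 100 nM NTR1 peptide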
Target sequence (P30989 whole entry, looked up): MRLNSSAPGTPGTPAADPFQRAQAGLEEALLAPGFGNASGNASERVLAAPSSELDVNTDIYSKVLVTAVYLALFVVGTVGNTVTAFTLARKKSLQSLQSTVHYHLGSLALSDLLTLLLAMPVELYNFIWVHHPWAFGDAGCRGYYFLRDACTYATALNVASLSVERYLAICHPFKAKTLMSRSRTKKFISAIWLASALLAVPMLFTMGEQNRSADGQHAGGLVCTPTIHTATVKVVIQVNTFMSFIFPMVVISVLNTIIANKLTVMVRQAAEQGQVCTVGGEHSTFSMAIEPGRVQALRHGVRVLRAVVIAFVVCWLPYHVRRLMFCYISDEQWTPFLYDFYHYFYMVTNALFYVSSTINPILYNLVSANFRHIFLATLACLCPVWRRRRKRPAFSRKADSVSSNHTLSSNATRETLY
GPR55 antagonists = inhibition of LPI-stimulated GPR55 beta-arrestin translocation – imaging, U2OS, beta-arrestin-GFP, LPI agonist, primary screen (AID 2013); U2OS GPR55 beta-arrestin-GFP translocation imaging, LPI antagonism; higher % means a stronger effect; inhibition, % at 10 µM, or IC50 in µM where a hit was titrated; actives 0.13% (n = 290,000);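 active means spots per cell inhibited over 60%, with over 100 cells counted and total cytoplasm intensity under 500,000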;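 further: U2OS cells stably carrying GPR55 and arrestin-GFP stimulated by 5 µM LPI near EC80; imaged beta-arrestin-GFP aggregate spots per cell after agonist stimulation; plate controls were LPI-stimulated DMSO wells for no effect and DMSO wells without LPI for full effect; some results filed as inactive read as strong as hits; confirmed hits need IC50 under 10 µM and bright autofluorescent wells are also inconclusive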
Siah-1 displacement = Siah-1 peptide-binding antagonists, primary screen, biochemical, fluorescence polarization, rhodamine-plectin, uHTS (AID 1817); displacement, % at 20 µM; hits with a dose series show IC50 in µM; Siah-1 / rhodamine-plectin peptide fluorescence polarization; higher % means a stronger effect; actives 0.02% (n = 290,000);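 active means displacement of at least 50% at 20 µM, with a fluorescence ratio check between 0.3 and a set limit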;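 further: plate controls were Siah plus tracer with DMSO for no effect and tracer alone without Siah for full effect; strong numbers were not always called active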
MgcRacGAP inhibition = MgcRacGAP GTPase-activating activity inhibitors, confirmation, biochemical, ADP Hunter fluorescence. MgcRacGAP-stimulated Rac1 GTP hydrolysis, ADP Hunter fluorescence; higher % means a stronger effect; GST-tagged Rac1 F28L mutant substrate. one-dose inhibition, % at 30 µM; IC50 in µM for titrated hits. actives 0.6% (n = 340,000);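 active means first-screen hits whose inhibition reached a set limit at any dose in the follow-up dose series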;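 further: fluorescence reports GDP produced by GAP-driven GTP hydrolysis; strong numbers were not always called active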
HIV peptide binding = cell-free HIV fusion peptide-binding blockers – biochemical, uHTS, fluorescence dequenching, primary screen (AID 1986); cell-free peptide binding, fluorescence dequenching, 30 min; higher % means a stronger effect; actives 0.3% (n = 290,000); inhibition, % at 20 µM, or IC50 in µM where a hit was titrated; in the data active means inhibition mostly above about 52%, no sharp cut-off; inactive means mostly below about 76%; further: some results filed as inactive read as strong as hits
PhoP inhibition = PhoP-dependent GFP reporter repression – Salmonella Typhimurium, primary screen (AID 1863); S. Typhimurium PhoP-regulated promoter GFP reporter, 4 h; higher % means a stronger effect; one-dose inhibition, % at 50 µM; IC50 in µM for titrated hits; actives 0.16% (n = 300,000);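 active means inhibition over 29.93%, a cutoff 3 SD above the screen mean, later confirmed by dose response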;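 further: 0% = low Mg2+ inducing control and 100% = high Mg2+ repressing control; strong numbers were not always called active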
NTR1 agonist cell count 20 µM = further read-out of NTR1 agonist, marked with its call; cell count; measured here: cell count, cytotoxicity flag
Myeloid diff MLP GFP+ MAC1+ % = further read-out of Myeloid diff MLP, marked with its call; GFP+ MAC1+ double positive, %; measured here: differentiation confirmed by MAC1 staining
The depositor's hits bear a star.

Results for C(=C\c1nc(-c2ccccc2)no1)/c1ccccc1 ?
Myeloid diff MLP: inactive; LYP phosphatase: -4%; GPR35 arrestin U2OS: 3%; NTR1 agonist: 0.8; GPR55 antagonists: 14%; Siah-1 displacement: 1%; MgcRacGAP inhibition: 9%; HIV peptide binding: 2.1%; PhoP inhibition: -5%; NTR1 agonist cell count 20 µM: 39; Myeloid diff MLP GFP+ MAC1+ %: 0.5

What do the screens show for `OCc1cn(-c2ccc(Cl)cc2)nn1`?
Myeloid diff MLP: inactive; LYP phosphatase: -6%; GPR35 arrestin U2OS: -3%; NTR1 agonist: 0.1; GPR55 antagonists: 9%; Siah-1 displacement: -5%; MgcRacGAP inhibition: -2%; HIV peptide binding: -0.6%; PhoP inhibition: 0%; NTR1 agonist cell count 20 µM: 50; Myeloid diff MLP GFP+ MAC1+ %: 0.1

Results for COc1ccccc1NC(=O)CSc1nc(N)c(-c2ccccc2)c(=O)[nH]1 ?
LYP phosphatase: -5%; GPR35 arrestin U2OS: -2%; NTR1 agonist: -1.2; GPR55 antagonists: 6%; Siah-1 displacement: -7%; MgcRacGAP inhibition: 5%; HIV peptide binding: -0.5%; PhoP inhibition: -4%; NTR1 agonist cell count 20 µM: 43

What do the screens show for `O=C(NC1C2CC3CC(C2)CC1C3)c1ccc(Br)o1` (configuration not stated)?
Myeloid diff MLP: inactive; LYP phosphatase: -7%; GPR35 arrestin U2OS: -5%; NTR1 agonist: 1.4; GPR55 antagonists: -4%; Siah-1 displacement: -5%; MgcRacGAP inhibition: 5%; HIV peptide binding: -0.8%; PhoP inhibition: 1%; NTR1 agonist cell count 20 µM: 46; Myeloid diff MLP GFP+ MAC1+ %: 1.2

What do the screens show for `FC(F)(F)c1cccc(N2CCC(N=CN3CCCCCC3)=N2)c1`?
Myeloid diff MLP: inactive; LYP phosphatase: 7%; GPR35 arrestin U2OS: 0%; NTR1 agonist: 2.4; GPR55 antagonists: 0%; Siah-1 displacement: 5%; MgcRacGAP inhibition: 56µM*; HIV peptide binding: -0.4%; PhoP inhibition: 5%; NTR1 agonist cell count 20 µM: 40; Myeloid diff MLP GFP+ MAC1+ %: 0.2

What do the screens show for `Nc1ccc(SC(F)(F)F)cc1`?
Myeloid diff MLP: inactive; LYP phosphatase: -4%; GPR35 arrestin U2OS: 10%; NTR1 agonist: -1.4; GPR55 antagonists: 6%; Siah-1 displacement: 4%; MgcRacGAP inhibition: -4%; HIV peptide binding: -1.1%; PhoP inhibition: -9%; NTR1 agonist cell count 20 µM: 55; Myeloid diff MLP GFP+ MAC1+ %: 1.0

How did CC(=O)N1CCN(CC(=O)Nc2ccc([N+](=O)[O-])cc2Br)CC1 do in these assays?
Myeloid diff MLP: inactive; LYP phosphatase: -9%; GPR35 arrestin U2OS: -8%; NTR1 agonist: 2.0; GPR55 antagonists: 10%; Siah-1 displacement: 1%; MgcRacGAP inhibition: 2%; HIV peptide binding: -0.3%; PhoP inhibition: -1%; NTR1 agonist cell count 20 µM: 58; Myeloid diff MLP GFP+ MAC1+ %: 0.2

How did CCCC[C@H]1COCCS(=O)(=O)N1Cc1ccc(Br)cc1 do in these assays?
Myeloid diff MLP: inactive; LYP phosphatase: -7%; GPR35 arrestin U2OS: -1%; NTR1 agonist: 5.0; GPR55 antagonists: -2%; Siah-1 displacement: -1%; MgcRacGAP inhibition: 4%; HIV peptide binding: 2.9%; PhoP inhibition: 5%; NTR1 agonist cell count 20 µM: 65; Myeloid diff MLP GFP+ MAC1+ %: 2.1

Results for CC(=O)c1ccc(NC(=O)CCNS(=O)(=O)c2ccccc2F)cc1 ?
Myeloid diff MLP: inactive; LYP phosphatase: 4%; GPR35 arrestin U2OS: 1%; NTR1 agonist: 2.7; GPR55 antagonists: 2%; Siah-1 displacement: -2%; MgcRacGAP inhibition: 8%; HIV peptide binding: 0.3%; PhoP inhibition: -1%; NTR1 agonist cell count 20 µM: 62; Myeloid diff MLP GFP+ MAC1+ %: 0.4

Results for CCOC(=O)NNc1ccccc1 ?
Myeloid diff MLP: inactive; LYP phosphatase: 3%; GPR35 arrestin U2OS: -13%; NTR1 agonist: 1.3; GPR55 antagonists: -6%; Siah-1 displacement: 5%; MgcRacGAP inhibition: 11%; HIV peptide binding: -0.2%; PhoP inhibition: -1%; NTR1 agonist cell count 20 µM: 58; Myeloid diff MLP GFP+ MAC1+ %: 0.3

How did CCOC(=O)CC(NC(=O)c1ccc(C)cc1)c1ccc(OC)cc1 (configuration not stated) do in these assays?
Myeloid diff MLP: inactive; LYP phosphatase: -4%; GPR35 arrestin U2OS: -2%; NTR1 agonist: 1.4; GPR55 antagonists: 5%; Siah-1 displacement: 8%; MgcRacGAP inhibition: -4%; HIV peptide binding: 1.0%; PhoP inhibition: 0%; NTR1 agonist cell count 20 µM: 62; Myeloid diff MLP GFP+ MAC1+ %: 0.5

What do the screens show for `CCOc1ccccc1N1C(=O)CC(Sc2ncccc2C(=O)O)C1=O` (configuration not stated)?
Myeloid diff MLP: inactive; LYP phosphatase: 1%; GPR35 arrestin U2OS: -9%; NTR1 agonist: 0.6; GPR55 antagonists: -6%; Siah-1 displacement: -1%; MgcRacGAP inhibition: -3%; HIV peptide binding: -1.4%; PhoP inhibition: -5%; NTR1 agonist cell count 20 µM: 48; Myeloid diff MLP GFP+ MAC1+ %: 8.1

What do the screens show for `COc1ccc(N2C(=O)CC(N3CCC(c4nc5ccccc5[nH]4)CC3)C2=O)cc1` (configuration not stated)?
Myeloid diff MLP: inactive; LYP phosphatase: -3%; GPR35 arrestin U2OS: 14%; NTR1 agonist: -0.8; GPR55 antagonists: 12%; Siah-1 displacement: 0%; MgcRacGAP inhibition: 3%; HIV peptide binding: 1.6%; PhoP inhibition: 10%; NTR1 agonist cell count 20 µM: 79; Myeloid diff MLP GFP+ MAC1+ %: 0.5

What do the screens show for `NC(=O)c1ccccc1N/C=C/C(=O)c1ccc(F)cc1`?
Myeloid diff MLP: inactive; LYP phosphatase: -5%; GPR35 arrestin U2OS: 1%; NTR1 agonist: -1.2; GPR55 antagonists: -1%; Siah-1 displacement: -2%; MgcRacGAP inhibition: 3%; HIV peptide binding: -0.6%; PhoP inhibition: 0%; NTR1 agonist cell count 20 µM: 48; Myeloid diff MLP GFP+ MAC1+ %: 0.2

How did COc1ccc(CC(=O)OCc2nnc(-c3ccccc3)o2)cc1 do in these assays?
Myeloid diff MLP: inactive; LYP phosphatase: -9%; GPR35 arrestin U2OS: -8%; NTR1 agonist: 0.5; GPR55 antagonists: 6%; Siah-1 displacement: 24%; MgcRacGAP inhibition: 7%; HIV peptide binding: 0.3%; PhoP inhibition: 2%; NTR1 agonist cell count 20 µM: 48; Myeloid diff MLP GFP+ MAC1+ %: 0.5

What do the screens show for `Cc1c2ccccc2nc2c(F)c(N(C)C)c(F)c(F)c12`?
Myeloid diff MLP: inactive; LYP phosphatase: -6%; GPR35 arrestin U2OS: 10%; NTR1 agonist: -2.4; GPR55 antagonists: -5%; Siah-1 displacement: -5%; MgcRacGAP inhibition: 13%; HIV peptide binding: 26%; PhoP inhibition: -5%; NTR1 agonist cell count 20 µM: 56; Myeloid diff MLP GFP+ MAC1+ %: 0.5

What do the screens show for `CCC(Sc1nc(-c2ccccc2)cc(=O)[nH]1)C(=O)O` (configuration not stated)?
Myeloid diff MLP: inactive; LYP phosphatase: -4%; GPR35 arrestin U2OS: -1%; NTR1 agonist: 0.4; GPR55 antagonists: -1%; Siah-1 displacement: 2%; MgcRacGAP inhibition: 9%; HIV peptide binding: -1.8%; PhoP inhibition: 4%; NTR1 agonist cell count 20 µM: 46; Myeloid diff MLP GFP+ MAC1+ %: 0.7

Results for Cc1ccc(-n2ncc3c(SCC(N)=O)ncnc32)cc1C ?
Myeloid diff MLP: inactive; LYP phosphatase: -8%; GPR35 arrestin U2OS: 5%; NTR1 agonist: -0.3; GPR55 antagonists: -13%; Siah-1 displacement: 4%; MgcRacGAP inhibition: 4%; HIV peptide binding: 0.7%; NTR1 agonist cell count 20 µM: 69; Myeloid diff MLP GFP+ MAC1+ %: 0.2

What do the screens show for `Cc1nn(-c2ccccc2)c(C)c1/C=N/n1c(-c2ccc(Cl)cc2)n[nH]c1=S`?
Myeloid diff MLP: inactive; LYP phosphatase: 3%; GPR35 arrestin U2OS: -18%; NTR1 agonist: 1.6; GPR55 antagonists: 7%; Siah-1 displacement: 4%; MgcRacGAP inhibition: 7%; HIV peptide binding: 2.1%; PhoP inhibition: -18%; NTR1 agonist cell count 20 µM: 45; Myeloid diff MLP GFP+ MAC1+ %: 1.0

Results for O=c1[nH][nH]c(C(F)(F)F)c1C=NCc1cccc(Cl)c1 ?
Myeloid diff MLP: inactive; LYP phosphatase: -3%; GPR35 arrestin U2OS: -13%; NTR1 agonist: -7.0; GPR55 antagonists: 19%; Siah-1 displacement: 1%; MgcRacGAP inhibition: 10%; HIV peptide binding: -2.5%; PhoP inhibition: 6%; NTR1 agonist cell count 20 µM: 99; Myeloid diff MLP GFP+ MAC1+ %: 3.8

Results for O=C(O)CN1C(=O)S/C(=C\c2cccnc2)C1=O ?
Myeloid diff MLP: inactive; LYP phosphatase: 1%; GPR35 arrestin U2OS: 16%; NTR1 agonist: -0.4; GPR55 antagonists: -2%; Siah-1 displacement: 11%; MgcRacGAP inhibition: 12%; HIV peptide binding: -1.1%; PhoP inhibition: -6%; NTR1 agonist cell count 20 µM: 63; Myeloid diff MLP GFP+ MAC1+ %: 0.5

Bioassay records (PubChem BioAssay)
